Screening results: PubChem, National Center for Advancing Translational Sciences (NCATS)
TrxR1 inh = blocks rat thioredoxin reductase 1; O89049; Potency, µM (series often up to 114 µM), for the others: top-dose activity change, negative = inhibition, most hits filed as inhibitors; recombinant rTrxR1, NADPH fluorescence consumption, selenite substrate; AID 588453; 390,000 compounds, 1% hits; also: potency is read from the fitted curve at half-maximal effect; % is scaled to controls: 0 for no effect and ±100 for the full control effect; nearly all actives have a fitted effect of over 65% in size
Target sequence (O89049 whole entry, looked up): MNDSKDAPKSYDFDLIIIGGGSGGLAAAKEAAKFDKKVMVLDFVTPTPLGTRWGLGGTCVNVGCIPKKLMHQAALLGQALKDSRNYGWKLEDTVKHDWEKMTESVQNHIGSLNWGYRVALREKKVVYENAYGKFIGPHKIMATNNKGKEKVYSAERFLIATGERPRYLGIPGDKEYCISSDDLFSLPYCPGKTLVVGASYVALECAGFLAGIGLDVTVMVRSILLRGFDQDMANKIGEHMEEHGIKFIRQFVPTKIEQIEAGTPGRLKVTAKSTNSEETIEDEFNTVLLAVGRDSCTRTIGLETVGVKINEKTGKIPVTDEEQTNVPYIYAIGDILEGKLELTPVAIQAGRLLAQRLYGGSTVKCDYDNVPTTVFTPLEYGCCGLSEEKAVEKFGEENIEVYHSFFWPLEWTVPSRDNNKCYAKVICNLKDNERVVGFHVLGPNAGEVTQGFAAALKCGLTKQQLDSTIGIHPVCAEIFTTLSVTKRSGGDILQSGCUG
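Rat TrxR1 (90 nM in the dispensed reagent) was pre-reduced with 400 uM NADPH for 5 min at room temperature, then incubated with compound for 15 min. After 400 uM selenite was added, NADPH fluorescence (Ex 340/Em 450 nm) was followed for 8 min.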
TrxR1 substrate = is turned over as a substrate by rat TrxR1. O89049. Potency, µM (doses to about 114 µM), without a hit: at the top dose activity change, negative = substrate turnover. 390,000 compounds, 0.01% hits. purified TrxR1 substrate turnover, NADPH consumption readout. AID 588456; also: potency is read from the fitted curve at half-maximal effect; % is scaled to controls: 0 for no effect and ±100 for the full control effect; nearly all actives have a fitted effect of over 50% in size
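Rat TrxR1, dispensed at 90 nM, was prereduced with 400 uM NADPH (final) for 5 min at ~22 deg C, then incubated with compound 15 min before 400 uM selenite. A first-read NADPH fluorescence drop versus no-compound background flagged substrates.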
USP1-UAF1 inh = USP1/UAF1 (human) deubiquitinase inhibition; Potency, µM (doses to about 57.1 µM), inactives show at the highest dose activity change, negative = inhibition, usual class: inhibitors; AID 743255; O94782; recombinant USP1/UAF1, Ub-Rhodamine cleavage fluorescence; 390,000 compounds, 0.23% hits; also: potency is read from the fitted curve at half-maximal effect; % is scaled to controls: 0 for no effect and ±100 for the full control effect; nearly all actives have a fitted effect of over 60% in size; inactives centre near -12
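Step one: compound is pinned into 1nM USP1/UAF1 in HEPES pH 7.8 buffer with TCEP. Step two: 15 min room-temperature incubation. Step three: Ub-Rho (150nM final) starts cleavage, tracked by fluorescence over six one-minute reads.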
D2 antag = antagonists of human D2 dopamine receptor; inhibition, % at 10 µM; P14416; 340,000 compounds, 2% hits; HEK293 TREx D2 cells, calcium flux, dopamine EC80; in the data active = inhibition above about 30%; also: 0% is about no effect
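HEK293 T-REx D2 cells, tet-induced, calcium dye no-wash. Cpd pintool add, 180 s kinetic, then EC80 DA, 180 s kinetic. Ca flux read.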
D2 ag = agonists of human D2 dopamine receptor; HEK293 T-REx D2 cells, calcium flux agonist mode; activation, % at 2 µM; P14416; AID 485358; 340,000 compounds, 0.53% hits;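 active = activation over 3 SD above normal in the single-dose calcium agonist read, cut at about 30% in these data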; also: 0% is about no effect
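HEK293 Trex D2 cells, tetracycline-induced, o/n 30 C 5% CO2; no-wash Ca dye, RT 30–90 min; 10-cycle baseline, 23 nl cpd added, kinetic Ca read 180 s; agonist hits = positive Ca response.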
TRHR agonist = activates the human TRH receptor | P34981 | TRHR cells, calcium flux fluo-8, FDSS agonist mode | activation, % at 2 µM | 360,000 compounds, 0.18% hits | AID 493084; in the data active = activation above about 30%; also: 0% is about no effect
Target sequence (P34981 whole entry, looked up): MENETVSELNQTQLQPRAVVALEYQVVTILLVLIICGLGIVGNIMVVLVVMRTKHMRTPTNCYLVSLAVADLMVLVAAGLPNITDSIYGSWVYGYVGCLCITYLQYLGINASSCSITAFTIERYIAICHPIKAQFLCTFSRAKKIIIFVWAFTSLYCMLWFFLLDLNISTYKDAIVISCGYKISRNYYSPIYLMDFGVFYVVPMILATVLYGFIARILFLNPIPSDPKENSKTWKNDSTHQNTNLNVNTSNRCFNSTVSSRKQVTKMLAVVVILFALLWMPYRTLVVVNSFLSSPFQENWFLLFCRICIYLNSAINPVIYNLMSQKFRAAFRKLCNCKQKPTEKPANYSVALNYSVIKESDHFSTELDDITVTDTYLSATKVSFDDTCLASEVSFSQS
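Fluo-8-loaded TRHR cells; 10 s baseline, compound added, kinetic Ca2+ fluorescence read 1/s, agonist mode.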
TRHR enhancer = allosteric enhancers of human TRH receptor. P34981. TRHR cells, fluo-8 calcium fluorescence, EC20 TRH enhancement. enhancement, % at 2 µM. 360,000 compounds, 0.66% hits. AID 493056; in the data active = enhancement above about 30%; also: 0% is about no effect
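Enhancer read-out: after compound pinning and an initial kinetic agonist-mode read, an EC20 of TRH (10 nM final) was injected and fluo-8 calcium signal (Ex 480/Em 530) followed at 1 s/cycle for 100 cycles in TRHR-expressing cells.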
Pin1 inh = blocks the human prolyl isomerase Pin1; Q13526; Pin1 FP peptide displacement, HiFluor488, 10 min; Potency, µM (series often up to 115 µM), inactives show top-dose activity, negative = inhibition, usual class: inhibitors; 390,000 compounds, 0.009% hits; AID 504891; active = well fitted inhibition curve with a large enough effect in the polarisation, with a control signal flat, not every such curve was filed as active; inconclusive = small, poorly fitted or top-dose-only effect, or effect the other way, or a change in a side signal; inactive = no such curve, though single readings can be large or run the other way; the % refers to the polarisation; also: potency is read from the fitted curve at half-maximal effect; % is scaled to controls: 0 for no effect and ±100 for the full control effect
Target sequence (Q13526 whole entry, looked up): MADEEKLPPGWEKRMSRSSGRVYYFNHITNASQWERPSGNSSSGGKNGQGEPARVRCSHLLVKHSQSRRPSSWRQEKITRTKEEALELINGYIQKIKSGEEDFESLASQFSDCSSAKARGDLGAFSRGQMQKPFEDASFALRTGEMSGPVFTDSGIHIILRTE
IDH1 R132H inh = inhibitors of human mutant IDH1 R132H; Potency, µM (series often up to 76.6 µM), inactives show at the top dose activity change, negative = inhibition, most hits filed as inhibitors; AID 602179; 390,000 compounds, 0.093% hits; O75874; IDH1-R132H enzyme, NADPH consumption, diaphorase/resazurin fluorescence; also: potency is read from the fitted curve at half-maximal effect; % is scaled to controls: 0 for no effect and ±100 for the full control effect; nearly all actives have a fitted effect of over 65% in size
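IDH1-R132H (0.5 ug/mL) preincubated 30 min with compound, then NADPH (0.016 mM) and alpha-KG (2 mM) added; 80 min at RT, pH 7.5. Remaining NADPH coupled via diaphorase/resazurin to fluorescence (540/590 nm); concentration-response curves normalized to no-enzyme control.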
* hit, by the source's call; & = joins results of further samples; ! = repeats disagree; [ ] = remark or other dose. Unless noted, calls follow the shape of the dose curve; as a rule, active = well fitted inhibition curve with a large enough effect; inconclusive = small, poorly fitted or top-dose-only effect; inactive = no such curve, though single readings can be large or run the other way. These rows are one share of the data (hit frequency here may not be typical).

How did CCc1ccc2nc(N3CCC(C(=O)N4CCC5(CC4)OCCO5)CC3)sc2c1 do in these assays?
TrxR1 inh: 5.2%; TrxR1 substrate: -2.8%; USP1-UAF1 inh: -24.2%; D2 antag: -11.2; D2 ag: -0.6; TRHR agonist: 0.3; TRHR enhancer: 2.9; Pin1 inh: 1.8%; IDH1 R132H inh: -9.4%

How did CCC(CC)C1C(C#N)=C(N)Oc2c1c(=O)oc1ccccc21 (stereo not given) do in these assays?
TrxR1 inh: -7.6%; TrxR1 substrate: -3.3%; USP1-UAF1 inh: -29.6%; D2 antag: -8.7; D2 ag: -0.4; TRHR agonist: 0.7; TRHR enhancer: -0.2; Pin1 inh: -0.1%; IDH1 R132H inh: -22.5%

What do the screens show for `CCOc1ccc(-n2c(O)c(/C=C3\C=Nc4ccccc43)c(=O)[nH]c2=O)cc1`?
TrxR1 inh: inconclusive; TrxR1 substrate: -19.2%; USP1-UAF1 inh: 62.9%[activator]; D2 antag: 12.8; D2 ag: -0.5; TRHR agonist: -1.0; TRHR enhancer: -1.9; Pin1 inh: inconclusive; IDH1 R132H inh: 4.2%

What do the screens show for `CCCc1cc(=O)oc2cc(OCC(=O)N3C[C@H]4C[C@@H](C3)c3cccc(=O)n3C4)ccc12`?
TrxR1 inh: 4.7%; TrxR1 substrate: 4.6%; USP1-UAF1 inh: -11.8%; D2 antag: -1.0; D2 ag: 0.4; TRHR agonist: 0.8; TRHR enhancer: 9.5; Pin1 inh: 1.3%; IDH1 R132H inh: -9.5%

What do the screens show for `Cc1cccc(CN2CCCN(Cc3ccc(Cl)cc3)S2(=O)=O)c1`?
TrxR1 inh: 12.8%[57.1 µM]; TrxR1 substrate: 1.6%[57.1 µM]; USP1-UAF1 inh: -24.9%; D2 antag: 3.2; D2 ag: 1.0; TRHR agonist: 1.7; TRHR enhancer: -11.4; Pin1 inh: 19.3%; IDH1 R132H inh: -3.5%

Results for CO[C@H]1C=C2CCN(C)[C@H]2C2c3cc4c(cc3C(=O)O[C@@H]21)OCO4 (stereo not given in full) ?
TrxR1 inh: 26.3%; TrxR1 substrate: 11.6%; USP1-UAF1 inh: 13.6%; D2 antag: 0.4; D2 ag: 0.8; TRHR agonist: -0.6; TRHR enhancer: -0.2; Pin1 inh: -2.3%; IDH1 R132H inh: 2.5%

How did CCOC(=O)c1ccc(NC(=O)c2cccn(Cc3ccccc3F)c2=O)cc1 do in these assays?
TrxR1 inh: 13.2%[57.1 µM]; TrxR1 substrate: 14.4%[57.1 µM]; USP1-UAF1 inh: -26.2%; D2 ag: 1.5; TRHR agonist: 1.7; TRHR enhancer: -4.4; Pin1 inh: -4.7%; IDH1 R132H inh: -4.8%

What do the screens show for `C=CCn1c(O)c(C=Nc2ccc(Cc3ccncc3)cc2)c(=O)[nH]c1=S`?
TrxR1 inh: 0.7%; TrxR1 substrate: 11.5%; USP1-UAF1 inh: -21.2%; D2 antag: 5.7; D2 ag: -0.1; TRHR agonist: 0.5; TRHR enhancer: -4.1; Pin1 inh: 126.4%[activator]; IDH1 R132H inh: 0.0%

Results for NCCNc1ccc([N+](=O)[O-])c2cccnc12 ?
TrxR1 inh: 3.5%; TrxR1 substrate: -12.4%; USP1-UAF1 inh: -21.7%; D2 antag: -10.0; D2 ag: -1.4; TRHR agonist: 0.2; TRHR enhancer: -8.5; Pin1 inh: 7.7%; IDH1 R132H inh: 13.5%

How did COc1cc(C(=O)OC2C[C@H]3CC[C@@H](C2)N3C)ccc1O (stereo not given in full) do in these assays?
TrxR1 inh: 1.7%; TrxR1 substrate: -1.4%; USP1-UAF1 inh: -11.7%; D2 antag: -10.5; D2 ag: 0.6; TRHR agonist: 0.6; TRHR enhancer: 1.6; Pin1 inh: -3.8%; IDH1 R132H inh: -9.4%

Results for O=[N+]([O-])c1ccc(N2CCOCC2)c2cccnc12 ?
TrxR1 inh: -8.8%; TrxR1 substrate: -10.8%[57.1 µM]; USP1-UAF1 inh: 2.3%; D2 antag: -11.1; D2 ag: 1.0; TRHR agonist: -1.0; TRHR enhancer: 10.8; Pin1 inh: 0.0%; IDH1 R132H inh: -3.2%

How did O=C(c1cc2cc3ccc(Cl)cc3nc2o1)N1CCC2(CC1)OCCO2 do in these assays?
TrxR1 inh: 9.9%; TrxR1 substrate: 3.8%; USP1-UAF1 inh: -18.4%; D2 antag: 3.6; D2 ag: 0.2; TRHR agonist: 0.9; TRHR enhancer: 5.6; Pin1 inh: 0.1%; IDH1 R132H inh: 4.4%

How did OC1(c2ccc(F)cc2)CCNC1 (stereo not given) do in these assays?
TrxR1 inh: -21.8%; TrxR1 substrate: -3.5%; USP1-UAF1 inh: -19.8%; D2 antag: 86.3*; D2 ag: -0.4; TRHR agonist: 1.3; TRHR enhancer: 0.4; Pin1 inh: -8.8%; IDH1 R132H inh: 0.2%

What do the screens show for `NC(N)=Nc1ccc2[nH]c3c(c2c1)C[C@@]1(O)[C@H]2Cc4ccc(O)c5c4[C@@]1(CCN2CC1CC1)[C@H]3O5`?
TrxR1 inh: 26.7µM*; TrxR1 substrate: 20.4%[57.1 µM]; USP1-UAF1 inh: -28.2%; D2 antag: 5.5; D2 ag: 1.0; TRHR agonist: 0.4&1.9; TRHR enhancer: 6.0&-1.7; Pin1 inh: inconclusive; IDH1 R132H inh: -8.8%

How did O=S(=O)(c1ccccc1)N1CN2CCN(C2)C1 do in these assays?
TrxR1 inh: 20.7%; TrxR1 substrate: 6.0%; USP1-UAF1 inh: -16.5%; D2 antag: 5.2; D2 ag: -0.2; TRHR agonist: 0.5; TRHR enhancer: -3.5; Pin1 inh: -2.4%; IDH1 R132H inh: 2.7%

What do the screens show for `CN1C(CC(=O)c2ccccc2)CCCC1CC(O)c1ccccc1` (stereo not given)?
TrxR1 inh: 18.0%&19.1%; TrxR1 substrate: 10.0%&6.2%; USP1-UAF1 inh: 7.7%; D2 antag: -8.6; D2 ag: -0.9; TRHR agonist: -0.2&1.1; TRHR enhancer: 5.5&1.7; Pin1 inh: 0.0%&1.1%; IDH1 R132H inh: 15.1%

Results for O=S(=O)(NCc1nnc2c(C(F)(F)F)cc(Cl)cn12)c1ccccc1 ?
TrxR1 inh: 2.9%; TrxR1 substrate: -10.0%; USP1-UAF1 inh: -12.1%; D2 antag: 12.9; D2 ag: -1.0; TRHR agonist: 0.1; TRHR enhancer: 1.9; Pin1 inh: 32.1%[activator]; IDH1 R132H inh: -6.8%

Results for C[C@H](CO)N1C[C@H](C)[C@@H](CN(C)S(=O)(=O)c2cccs2)Oc2ccc(NC(=O)Nc3ccc(C(F)(F)F)cc3)cc2C1=O ?
TrxR1 inh: 4.0%; TrxR1 substrate: -10.3%; USP1-UAF1 inh: inconclusive; Pin1 inh: 14.8%; IDH1 R132H inh: 2.7%

How did O=C1C(c2ccccc2)=C(N2CC2)c2ccccc21 do in these assays?
TrxR1 inh: -6.8%; TrxR1 substrate: 5.6%[57.1 µM]; USP1-UAF1 inh: -9.2%; D2 antag: 2.0; D2 ag: 2.1; TRHR agonist: -0.5; TRHR enhancer: 3.9; Pin1 inh: -5.8%; IDH1 R132H inh: 2.7%

Results for CC[C@@H](CO)NC(=O)[C@@H]1C=C2c3cccc4c3c(cn4C)C[C@H]2N(C)C1 ?
TrxR1 inh: 46.2%[activator]; TrxR1 substrate: 11.4%[57.1 µM]; USP1-UAF1 inh: inconclusive; D2 antag: 47.5*; D2 ag: 54.2*!; TRHR agonist: 14.9&4.3&-0.8; TRHR enhancer: -4.1&3.4&-3.8; Pin1 inh: inconclusive; IDH1 R132H inh: 27.7%&6.1%

What do the screens show for `Cc1ccc(OP(=O)(NCc2ccccc2)Oc2ccc(C)cc2)cc1`?
TrxR1 inh: 3.9%; TrxR1 substrate: -0.7%; USP1-UAF1 inh: -21.1%; D2 antag: 7.9; D2 ag: 4.8; TRHR agonist: 3.0; TRHR enhancer: 2.8; Pin1 inh: 0.7%; IDH1 R132H inh: -0.3%

How did Cc1ccc(S(=O)(=O)N(C)C[C@H]2Oc3c(NC(=O)Nc4cccc5ccccc45)cccc3C(=O)N([C@@H](C)CO)C[C@@H]2C)cc1 do in these assays?
TrxR1 inh: 19.9%; TrxR1 substrate: 6.9%; USP1-UAF1 inh: -33.0%; Pin1 inh: 15.4%; IDH1 R132H inh: 6.4%

Results for CCc1nc2ccccc2c(=O)n1-c1ccc2ccccc2c1 ?
TrxR1 inh: 9.9%; TrxR1 substrate: 3.9%; USP1-UAF1 inh: -18.7%; D2 antag: -6.9; D2 ag: 1.7; TRHR agonist: -1.7; TRHR enhancer: -7.9; Pin1 inh: -1.8%; IDH1 R132H inh: 2.9%

Results for CC(=O)N1Cc2cnnn2-c2ccccc2C1(C#N)Cc1ccccc1 (stereo not given) ?
TrxR1 inh: 6.7%; TrxR1 substrate: 12.1%; USP1-UAF1 inh: -11.2%; Pin1 inh: 1.5%; IDH1 R132H inh: -3.5%[38.3 µM]

Among those listed so far, 2 have a cyano group.
How did CCC(CC)C1C(C#N)=C(N)Oc2c1c(=O)oc1ccccc21 (stereo not given) do in these assays?
TrxR1 inh: -7.6%; TrxR1 substrate: -3.3%; USP1-UAF1 inh: -29.6%; D2 antag: -8.7; D2 ag: -0.4; TRHR agonist: 0.7; TRHR enhancer: -0.2; Pin1 inh: -0.1%; IDH1 R132H inh: -22.5%

Results for CC(=O)N1Cc2cnnn2-c2ccccc2C1(C#N)Cc1ccccc1 (stereo not given) ?
TrxR1 inh: 6.7%; TrxR1 substrate: 12.1%; USP1-UAF1 inh: -11.2%; Pin1 inh: 1.5%; IDH1 R132H inh: -3.5%[38.3 µM]
